NOD1 NF-kB reporter – NOD1 signaling inhibitors, primary screen, cell-based, luminescence, uHTS (AID 1578). 1% of 290,000 active. inhibition, % at 4 µM, or EC50 in µM where a hit was titrated. NOD1-driven NF-kB luciferase reporter cells, luminescence; higher % means a stronger effect; in the data active = inhibition mostly above about 36%, no sharp cut-off; inactive = mostly below about 34%;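 note: HEK-293T reporter cells stimulated with the NOD1 agonist gamma-tri-DAP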
MgcRacGAP inhibition – MgcRacGAP GTPase-activating activity inhibitors, confirmation, biochemical, ADP Hunter fluorescence | AID 624330 | one-dose inhibition, % at 30 µM; IC50 in µM for titrated hits | MgcRacGAP-stimulated Rac1 GTP hydrolysis, ADP Hunter fluorescence; higher % means a stronger effect; GST-tagged Rac1 F28L mutant substrate | 0.6% of 340,000 active;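 active = first-screen hits whose inhibition reached a set limit at any dose in the follow-up dose series; inconclusive = inhibition above the set first-screen limit but never retested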;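 note: fluorescence reports GDP produced by GAP-driven GTP hydrolysis; strong numbers were not always called active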
SV40 large T antigen – SV40 large T antigen inhibitors, biochemical (AID 1903); SV40 large T antigen ATPase/helicase inhibition assay; higher % means a stronger effect; inhibition, % at 20 µM, or IC50 in µM where a hit was titrated; 0.39% of 310,000 active; in the data active = a potency from the dose series; inconclusive = inhibition mostly from about 32% at the one dose, without a potency; inactive = the rest, 99 in 100 with inhibition below about 32%; note: strong numbers were not always called active
KOR beta-arrestin-1 – kappa opioid receptor activators – cell-based, luminescence, uHTS, primary screen (AID 1777); KOR beta-arrestin recruitment, luminescence; higher % means a stronger effect; activation, % at 10 µM, or EC50 in µM where a hit was titrated; 0.02% of 280,000 active; in the data active = activation above about 50%, passing the limit was not always enough; note: a part of the inactive calls stands beside numbers as strong as those of hits
HEK293 NOD2/NF-kB – NOD2 signaling inhibitors, cell-based, luminescence, uHTS, HEK293 (AID 1566); HEK293 NOD2/NF-kB luciferase reporter, luminescence; higher % means a stronger effect; 0.63% of 290,000 active; inhibition, % at 4 µM; hits with a dose series show EC50 in µM; note: many of its hits are not listed in these tables
KOR beta-arrestin-2 – kappa opioid receptor blockers – cell-based, luminescence, uHTS (AID 1778) | 0.091% of 290,000 active | inhibition, % at 10 µM, or IC50 in µM where a hit was titrated | KOR beta-arrestin recruitment, luminescence, antagonist mode; higher % means a stronger effect; note: strong numbers were not always called active
GPR55 beta-arrestin – GPR55 agonists via beta-arrestin recruitment, primary screen, imaging, U2OS cells, beta-arrestin-GFP redistribution (AID 1961); 0.048% of 290,000 active; activation, % at 10 µM, or EC50 in µM where a hit was titrated; U2OS GPR55 beta-arrestin-GFP redistribution imaging; higher % means a stronger effect;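 active = activation above 40% with more than 50 cells counted in the well; inconclusive = wells holding fewer than 50 cells, flagged as toxic or sparse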;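 note: U2OS osteosarcoma cells stably expressing GPR55 and beta-arrestin-GFP; plate controls were DMSO negative control for no effect and LPI positive control for full effect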
GPR55 LPI antagonism – GPR55 antagonists blocking LPI-driven arrestin recruitment, primary screen, imaging, U2OS, beta-arrestin-GFP, LPI agonist (AID 2013); 0.13% of 290,000 active; inhibition, % at 10 µM; hits with a dose series show IC50 in µM; U2OS GPR55 beta-arrestin-GFP translocation imaging, LPI antagonism; higher % means a stronger effect;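 active = spots per cell inhibited over 60%, with over 100 cells counted and total cytoplasm intensity under 500,000; inconclusive = wells with under 100 cells, flagged as likely toxic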;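 note: U2OS cells stably carrying GPR55 and arrestin-GFP stimulated by 5 µM LPI near EC80; imaged beta-arrestin-GFP aggregate spots per cell after agonist stimulation; plate controls were LPI-stimulated DMSO wells for no effect and DMSO wells without LPI for full effect; some results filed as inactive read as strong as hits; confirmed hits need IC50 under 10 µM and bright autofluorescent wells are also inconclusive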
HIV peptide binding – cell-free HIV fusion peptide-binding blockers – biochemical, uHTS, fluorescence dequenching, primary screen (AID 1986). cell-free peptide binding, fluorescence dequenching, 30 min; higher % means a stronger effect. inhibition, % at 20 µM; hits with a dose series show IC50 in µM. 0.3% of 290,000 active; in the data active = inhibition mostly above about 52%, no sharp cut-off; inactive = mostly below about 76%; note: some results filed as inactive read as strong as hits
The depositor's hits bear a star; u = inconclusive; x = no result given; [ ] = remark or other dose. Cut-off read from the data, not from the text of the source, unless noted: active = inhibition above about 50%; inactive = the rest. Some of the compounds tested; the hit share may differ from the screen's.

canonical_smiles | NOD1 NF-kB reporter | MgcRacGAP inhibition | SV40 large T antigen | KOR beta-arrestin-1 | HEK293 NOD2/NF-kB | KOR beta-arrestin-2 | GPR55 beta-arrestin | GPR55 LPI antagonism | HIV peptide binding
COc1ccccc1C(=O)Nc1ccnn1C1CCN(C(=O)c2ccoc2C)CC1 | -20% | 4% | 5% | 6.0% | 2% | -34% | -0.1% | 7% | 1.7%
Cc1ccccc1CNC(=O)CCC(=O)N1Cc2ccccc2Oc2ncccc21 | -4% | -9% | 14% | -2.2% | 5% | 10% | 0.2% | -2% | 0.1%
CCOC(=O)N1CCN(Cc2cc(=O)oc3ccc4ccccc4c23)CC1 | -20% | 8% | 10% | -3.4% | 2% | 4% | -0.4% | 12% | -2.3%
Cc1cccn2c(CN3CCCC(c4ccccc4)C3)c(C(=O)N3CCOCC3)nc12 (configuration not stated) | -6% | 11% | 1% | 1.5% | 23% | 12% | -0.1% | -7% | 3.1%
Cc1nn(C)c(Cl)c1CN1CCN(C2CCCC2)C(CCO)C1 (configuration not stated) | -20% | 13% | x | x | -28% | -10%[20 µM] | 0.3% | 0% | -1.1%
Cc1ccc(NC(=O)CC2NCCNC2=O)cc1Cl (configuration not stated) | 21% | 5% | 8% | 2.8% | 0% | -44%[20 µM] | -0.1% | -6% | -0.9%
C/C(=N\NS(=O)(=O)c1ccc(Br)cc1)c1cccs1 | -12% | 16% | 10% | -2.5% | 6% | -14% | 0.3% | 17% | 2.4%
O=C(/C=C/Nc1ccccc1)C(F)(F)F | -30% | 10% | 8% | 2.2% | 1% | 0% | 0.6% | 1% | 0.2%
O=C(c1ccccc1)C1CCN(C(=O)c2ccc(Cl)cc2)CC1 | 0% | 6% | -4% | -4.0% | 7% | -9% | 0.4% | -3% | -1.5%
COc1ccc(CNC(=O)CN(c2ccc(OC)cc2)S(=O)(=O)c2c(C)nn(C)c2C)cc1 | 49% | 5% | 2% | 1.7% | 2% | -15% | -0.1% | 16% | -3.9%
COc1ccc(NC(=O)C(c2ccc(OC)cc2)N(C)C(=O)CC2NC(=O)NC2=O)cc1 (configuration not stated) | -27% | 4% | 5% | 0.0% | 7% | 13% | -0.4% | 9% | -0.3%
Cc1ccc(-c2nnn(CC(=O)N(c3ccccc3F)C(CC(C)C)C(=O)NCC3CCCO3)n2)cc1 (configuration not stated) | 9% | 6% | 17% | 0.8% | 5% | -38% | 0.0% | 0% | 1.1%
CCN(C(=O)COC(=O)c1c(-c2ccccc2)noc1C)c1c(N)n(Cc2ccccc2)c(=O)[nH]c1=O | -30% | 7% | 13% | 4.8% | 5% | 12% | -0.1% | 7% | -0.9%
O=C(Nc1ccccc1N1CCN(C(=O)c2ccccc2)CC1)c1ccc2c(c1)OCO2 | -10% | 4% | 3% | -0.8% | 10% | 11% | -0.1% | 18% | -1.4%
COc1ccc2[nH]cc(C(=O)CN3CCCC(C)(C)C3)c2c1 | -14% | x | 3% | -2.5% | 0% | -20% | -0.1% | 1% | 2.0%
N#Cc1nc(-c2cccs2)oc1NCc1ccc(Cl)cc1 | -15% | 5% | 4% | 1.7% | -35% | -26% | 0.3% | 9% | 1.0%
O=C(CCNC(=O)c1ccccc1Cl)NCC12CC3CC(CC(C3)C1)C2 | -31% | 2% | 11% | 0.5% | 3% | -40% | 1.2% | -10% | -0.6%
COC(=O)c1cc(S(=O)(=O)N2CCN(c3cccc(C)c3C)CC2)c[nH]1 | 24% | 7% | 3% | -3.3% | 18% | -11%[20 µM] | 0.6% | -6% | 0.1%
NS(=O)(=O)c1cc(C(=O)NCCc2ccccn2)ccc1Cl | -5% | 0% | 5% | 0.8% | 14% | 21% | -0.2% | -6% | -1.2%
Cn1c(=O)c2ccccc2n2c(=S)[nH]nc12 | -10% | 20µM* | 1% | -2.0% | 7% | -24% | 0.3% | -5% | 0.3%
COC(=O)CC(NC(=O)CN1CCN(c2ccc(F)cc2)CC1)c1cccc(F)c1 (configuration not stated) | 6% | 13% | -4% | -4.1% | 13% | -24% | 0.5% | -11% | 1.0%
Cc1ccc(/C=C/C(=O)Nc2ccc(N(C)C)cc2)o1 | -59% | u | u | -0.3% | -14% | 12% | -0.2% | 12% | -3.2%
CC(C)(C)OC(=O)NCCC(=O)N/N=C/c1cccc2cccnc12 | -4% | 14% | 6% | 3.1% | 6% | -3% | -0.3% | -18% | 3.4%
CN(C)c1ccc(NC(=O)CSc2nnc(-c3ccco3)c(-c3ccco3)n2)cc1 | 1% | u | 7µM* | -0.3% | -3% | -4% | 0.3% | 3% | 24%
CCC1CCCCN1C(=O)COC(=O)c1n[nH]c2ccccc12 (configuration not stated) | -12% | 11% | 16% | 2.3% | 10% | -28% | -0.1% | 5% | 0.1%
COc1ccc(C(C(=O)NCc2ccccc2)N(Cc2ccco2)C(=O)c2cnccn2)cc1 (configuration not stated) | -22% | 6% | 2% | x | 14% | -22%[20 µM] | -0.1% | -3% | -0.9%
O=C(Nc1nc2cc3c(cc2s1)OCO3)C1CCCCC1 | -60% | 5% | 2% | 1.3% | -50% | -8% | -0.1% | -10% | -0.6%
CCOC(=O)C1CCN(S(=O)(=O)c2c(C)n[nH]c2C)CC1 | 1% | 5% | -2% | -2.1% | 18% | -20% | 0.2% | 10% | -1.7%
C[C@]1(CO)CCC[C@@]2(C)C1CC[C@@H](CO)[C@@H]2CCc1ccoc1 (some centres not stated) | -5% | 6% | 8% | 0.0% | 18% | 8% | -0.2% | 0% | 0.6%
Cc1nc2ccccc2cc1C(=O)N/N=C/c1cccc([N+](=O)[O-])c1 | -3% | 6% | 2% | 2.1% | 14% | 16% | -0.3% | 1% | 2.5%
Cc1ccc(CN(CCO)CCO)cc1 | -19% | 17% | 0% | x | 8% | -16% | -0.2% | -11% | -2.1%
O=C(CCN1C(=O)c2ccccc2C1=O)Nc1ccc(-c2nc3ccccc3s2)cc1 | -50% | 3% | 9% | -2.8% | -52% | -19% | -0.2% | 2% | 1.1%
CCOC(=O)Cn1c(CCC(=O)O)ccc1-c1ccc(F)cc1 | -13% | 5% | 4% | 1.2% | -10% | 14% | 0.4% | -6% | 11%
C#CCOCCOCCOCCNc1nc(N2CCN(C(=O)[C@H]([C@@H](C)O)n3cc(CCCCN)nn3)CC2)nc(N2CCN(C(=O)[C@H](Cc3ccc(O)cc3)n3cc(CCO)nn3)CC2)n1 | -13% | 7% | 5% | 4.0% | 1% | -48% | -0.3% | -1% | 0.3%
C=CCC(=O)OCC(=O)Nc1ccc(Oc2ccccc2)cc1 | 13% | x | x | 2.0% | -1% | 3% | 0.3% | -9% | 2.0%
COc1ccc(/C=N/NC(=O)c2ccoc2C)cc1O | -39% | u | 9.6µM* | 2.8% | -19% | 30% | 1.2% | 6% | -2.4%
CCC(C)NC(=O)COc1ccc(S(=O)(=O)N2CCOCC2)cc1 (configuration not stated) | 10% | 7% | 1% | -2.0% | 10% | 9% | 0.2% | 9% | -0.7%
CCc1ccc(C2c3[nH]c4ccccc4c3CCN2C(=O)CNC(N)=O)cc1 (configuration not stated) | -36% | 13% | 11% | -2.3% | 2% | -1% | -0.3% | 4% | -0.2%
CC(=O)Nc1ccc(C)c(NC(=S)Nc2ccc(F)cc2)c1 | -9% | 11% | 3% | 0.2% | 6% | -9% | 0.2% | 0% | -2.7%
COc1ccc(NC(=O)Cn2cc(S(=O)(=O)Cc3ccccc3)c3ccccc32)c(OC)c1 | -17% | 9% | 2% | -2.5% | -18% | 39% | 0.2% | 14% | 9.0%
FC(F)(F)c1cccc(OCc2noc(-c3ccsc3)n2)c1 | -5% | -5% | 3% | -1.3% | 16% | -9% | -0.1% | 7% | 0.1%
C=CCSc1nnc(NC(=O)CSc2nc3ccccc3o2)s1 | 17% | -1% | -1% | 2.5% | 12% | -11% | -0.1% | 2% | -1.3%
Cc1cccc(NC(=O)Cn2c([N+](=O)[O-])cnc2C)c1C | -15% | x | 11% | -2.7% | 12% | 29% | 0.9% | -5% | -1.7%
CC1Cn2c(nc(=O)c3c2NCN(CCc2ccccc2)C3)S1 (configuration not stated) | -18% | -3% | 14% | -2.3% | 5% | -9% | -0.3% | 4% | -2.0%
CCOC(=O)N1CCN(Cc2nc3c(c(=O)n(C)c(=O)n3C)n2Cc2cccc(C)c2)CC1 | 4% | 6% | 21% | -1.5% | -5% | -3% | -0.3% | -5% | -0.3%
COc1cc(C(=O)N[C@H](C(=O)NC2CCCCCC2)C(C)C)cc(OC)c1OC | 1% | 10% | 2% | 1.0% | 11% | 17% | 0.2% | 13% | 0.7%
COCCOc1nc2c(c(=O)n(C)c(=O)n2C)n1Cc1cccc(OC)c1 | 9% | 4% | 9% | 1.5% | 9% | -18% | -0.1% | 10% | 2.1%
CCOc1ccc(C(=O)Nc2ccc(N3CCN(S(C)(=O)=O)CC3)cc2)cc1[N+](=O)[O-] | -24% | -3% | -4% | -8.5% | 5% | 1%[20 µM] | 0.5% | 8% | 1.6%
COc1ccc(-c2ccc(=O)n(CC(=O)Nc3ccc(C(=O)NC4CC4)cc3)n2)cc1OC | 5% | 13% | 17% | 2.1% | 1% | 11% | 0.2% | 14% | 1.1%
CCOc1ccc(/C=N/NC(=O)C(C)Sc2ccccn2)cc1OCC (configuration not stated) | -21% | 2% | 7% | 12% | 9% | 3% | -0.2% | 0% | 0.2%
COc1cccc(Cn2nnc(C(=O)Nc3cc(C)ccc3OC)c2N)c1 | 4% | 5% | 5% | 3.3% | -64% | 46% | 0.4% | 9% | -2.0%
O=C1NC(c2ccccc2)=NC1(NS(=O)(=O)c1ccccc1)C(F)(F)F (configuration not stated) | 11% | 3% | 23% | -1.0% | 17% | 6% | 0.2% | -5% | -1.8%
CCOC(=O)C1C(c2ccc(O)c(OCC)c2)NC(=S)NC1(O)C(F)(F)F (configuration not stated) | -9% | 7% | 3% | 3.8% | 2% | -22% | 0.2% | 10% | -0.7%
CC1(C)[C@@H](O)CC[C@]2(C)C3C(O)C=C4[C@H]5C[C@@](C)(CO)CC[C@]5(C)CC[C@]4(C)[C@]3(C)CC[C@@H]12 (some centres not stated) | -5% | 6% | 2% | 4.0% | 14% | -5% | -0.1% | 7% | 1.5%
CCOc1ccccc1CN1CCNC(=O)C1CC(=O)NCc1nc(C)cs1 (configuration not stated) | -35% | -8% | 9% | 0.2% | 1% | 10% | -0.1% | -16% | 2.4%
CCN(C(=O)c1cccnc1SC)C12CC3CC(CC(C3)C1)C2 | -6% | 5% | 5% | -1.5% | 6% | -11% | -0.2% | 0% | -1.3%

Screens: PubChem BioAssay, several laboratories
